Mcl-1 Bim block = inhibitors of Bim-Mcl-1 interaction, human; 190,000 tested, 0.1% active; Bead-based flow cytometry, Bim peptide-Mcl-1 binding; inhibition, % at 10 µM; in the data active = inhibition above about 40%;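 also: 0% = no compound tracer wells and 100% = peptide blocker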
Target sequence (Q07820 whole entry, looked up): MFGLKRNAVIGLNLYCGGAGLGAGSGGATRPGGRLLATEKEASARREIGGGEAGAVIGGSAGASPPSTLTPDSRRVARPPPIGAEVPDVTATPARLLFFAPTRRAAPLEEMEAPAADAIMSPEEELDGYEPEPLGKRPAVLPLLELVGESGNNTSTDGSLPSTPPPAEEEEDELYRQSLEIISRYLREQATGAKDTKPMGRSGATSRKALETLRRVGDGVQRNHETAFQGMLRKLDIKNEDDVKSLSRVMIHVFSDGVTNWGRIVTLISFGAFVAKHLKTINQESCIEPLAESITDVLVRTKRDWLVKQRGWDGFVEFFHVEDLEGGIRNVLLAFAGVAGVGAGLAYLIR
Pf gametocyte = P. falciparum stage V gametocyte viability inhibition; P. falciparum stage V gametocytes, ATP luminescence, 24 h; inhibition, % at 10.9 µM; 150,000 tested, 0.065% active;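 active = inhibition above the mean plus 3 SD of compounds within the control limits, set per campaign, cut at about 38% in these data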;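 also: 0% = DMSO wells and 100% = medium only without gametocytes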
Avidin fluor = avidin bead compound fluorescence profile. AID 1775. Avidin beads, compound fluorescence 488/530 nm, flow cytometry; hits give high values. fluorescence (KMESF) at 10 µM. 220,000 tested, 0.38% active; in the data active = fluorescence above about 47; also: inactives centre near 10
Mcl1 Noxa PPI = disrupts binding of human Mcl-1 to Noxa peptide. Q07820. TR-FRET Mcl-1/Noxa peptide binding, 2 h. inhibition, % at 21.7 µM. 220,000 tested, 1.5% active. AID 1022;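 active = compounds that cut the protein-peptide binding signal by more than 50% relative to plate controls in a single-dose test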;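 also: His-tagged Mcl-1 with rhodamine Noxa BH3 peptide and terbium anti-His antibody; 0% = Mcl-1 plus Noxa peptide wells and 100% = peptide-only wells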
Mcl1 Bid PPI = Mcl-1/Bid interaction inhibition. Q07820. TR-FRET Mcl-1/Bid-Dy647 peptide binding, 1536-well. inhibition, % at 21.7 µM. 220,000 tested, 0.97% active. AID 1021;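 active = compounds that cut the binding signal by more than half at the single screening dose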;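 also: His-tagged Mcl-1 with europium anti-His antibody binding Bid BH3 peptide; 0% = Mcl-1 plus peptide wells and 100% = peptide-only wells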
Active calls of the source: *; nt = no result given. Only part of the results is shown. The share of hits here may be higher or lower than overall.

A first look, two compounds:
Every second line gives: Mcl-1 Bim block	Pf gametocyte	Avidin fluor	Mcl1 Noxa PPI	Mcl1 Bid PPI
- Cc1nc(-c2ccc(Cl)cc2)sc1C1(C)CC(c2ccccc2F)=NO1 (stereo not drawn)
 : nt	nt	7	-10	-34
- C[C@H]1[C@H](C)CC[C@]2(C(=O)O)CC[C@]3(C)C(=CC[C@@H]4[C@@]5(C)CC[C@H](O)C(C)(C)[C@@H]5CC[C@]43C)[C@H]12
 : nt	nt	12	3	-27

The list itself (from the top)
Every second line gives: Mcl-1 Bim block	Pf gametocyte	Avidin fluor	Mcl1 Noxa PPI	Mcl1 Bid PPI
- Cc1nc(-c2ccc(Cl)cc2)sc1C1(C)CC(c2ccccc2F)=NO1 (stereo not drawn)
 : nt	nt	7	-10	-34
- C[C@H]1[C@H](C)CC[C@]2(C(=O)O)CC[C@]3(C)C(=CC[C@@H]4[C@@]5(C)CC[C@H](O)C(C)(C)[C@@H]5CC[C@]43C)[C@H]12
 : nt	nt	12	3	-27
- COc1ccc(/C(C#N)=C/c2ccccn2)cc1
 : nt	nt	7	7	-2
- C=C1CCN([C@H](C(=O)NCc2ccc(OC)cc2)C(C)C)S(=O)(=O)c2ccccc21
 : nt	nt	20	34	-61
- NNC(=O)CNc1cccc(Br)c1
 : nt	nt	9	-11	-33
- Cc1cc(NC(=O)Nc2cc(Cl)ccc2C)no1
 : nt	nt	3	18	-1
- CC[n+]1c(C)sc2sc3ccccc3c21
 : nt	nt	8	21	-141
- CCC1=C2CC[C@H]3C(=O)N(c4ccccc4)C(=O)[C@H]3[C@H]2[C@@]2(C)C(=NCC(=O)OC)OC(=O)N2C1=O
 : nt	nt	8	-12	-30
- CC(=O)NS(=O)(=O)c1ccc(NC(=O)c2oc3c(Cl)cccc3c2C)cc1
 : nt	nt	6	21	10
- NC(=O)CC(NC(=O)Cc1ccc(Br)cc1)c1ccc(NCCOc2ccccc2)c([N+](=O)[O-])c1 (stereo not drawn)
 : nt	nt	9	-3	-30
- O=C(c1ccc2c(c1)OCO2)N1CCC2(CC1)Oc1ccc(F)cc1C(=O)C21CC(c2ccccc2)=NO1 (stereo not drawn)
 : nt	nt	10	11	-25
- COc1ccc(CCNC(=O)C2CC(c3ccccc3C(F)(F)F)=NO2)cc1 (stereo not drawn)
 : nt	nt	7	7	-58
- C/C=C\C=C\C(=O)N1CC2(CC(c3cccc(NC(=O)CC(c4ccccc4)c4ccccc4)c3)=NO2)C[C@H]1C(N)=O (stereo partly drawn)
 : nt	nt	9	30	-35
- CNC(=S)N(CCc1ccc(OC)c(OC)c1)C1CC(=O)N(c2ccccc2)C1=O (stereo not drawn)
 : nt	nt	5	3	-6
- COC(=O)c1cccc(C23CC4(C2)[C@H](CN(Cc2ccc(C(F)(F)F)cc2)[C@@H]4c2ccccc2)C3c2ccc(Cl)nc2)c1 (stereo partly drawn)
 : nt	nt	8	-28	-53
- O=C(Nc1cccc2ccccc12)c1ccccc1
 : nt	nt	4	-16	-3
- O=C1NC[C@H](c2ccccc2)N(CCc2cccc(F)c2)C1=O
 : nt	nt	10	-14	-20
- CCC(C)Oc1cc(-c2ccnc(Nc3cccc(Cl)c3)n2)ccn1 (stereo not drawn)
 : nt	nt	10	5	-22
- Cn1c(=O)c2[nH]c(SCc3ccccn3)nc2n(C)c1=S
 : nt	nt	6	12	-21
- COc1ccc(C(CCN2CCCC2)c2c(O)cc(OC)cc2OC)cc1 (stereo not drawn)
 : nt	nt	7	7	-48
- O=[N+]([O-])c1cc(F)c2cccnc2c1O
 : nt	nt	4	-30	-109
- C1CCc2nc3c(nc2C1)CCCC3
 : nt	nt	6	3	-12
- Cc1ccccc1NC(=O)C(=O)Nc1ccccc1C
 : nt	nt	7	-14	-17
- CCOC(=O)c1ccc(NC(=O)c2nc[nH]c2C(=O)N(CC)CC)cc1
 : nt	nt	12	5	14
- CCCN1CCC(=O)N([C@H](CSc2ccc(OC)cc2)CC(C)C)CC1
 : nt	nt	7	-7	-99
- Fc1cccc(Nc2ncnc3c2cnn3-c2ccccc2)c1
 : nt	nt	15	1	-24
- CCCCNC(=O)C(c1ccc(OCC(=O)OC)c(C(=O)OC)c1)N(CCc1ccccc1)C(=O)CCCCCN1C(=O)NC(c2ccc(-c3ccccc3)cc2)C(C(=O)OCc2ccccc2)=C1C (stereo not drawn)
 : nt	nt	8	-6	-9
- CNCCCCOc1ccccc1Cc1ccccc1
 : -1	nt	6	15	5
- COc1cc2nc(N(C)CCCNC(=O)C3CCCO3)nc(N)c2cc1OC (stereo not drawn)
 : 0	nt	8	19	29
- S=C1NCCc2ccc(Cl)cc2C1c1ccccc1 (stereo not drawn)
 : 2	nt	5	27	-11
- Cc1nc2n(c(=O)c1CCN1CCC(c3noc4cc(F)ccc34)CC1)CCCC2
 : 0	nt	7	5	-4
- Cc1cc(F)c(F)cc1C(=O)N1CCCC1
 : -2	nt	8	-11	-5
- COc1cc(C(=O)NC2CCCNC2)cc(OC)c1OC (stereo not drawn)
 : 0	nt	8	-14	-6
- C[C@@H](c1ncncc1F)[C@](O)(Cn1cncn1)c1ccc(F)cc1F
 : -1	nt	8	1	0
- CN1CCCCC1CCN1c2ccccc2Sc2ccc(S(C)=O)cc21 (stereo not drawn)
 : -1	nt	7	16	-8
- CC(=O)NC[C@H]1CN(c2ccc(N3CCOCC3)c(F)c2)C(=O)O1
 : 0	nt	6	2	1
- CCOC(=O)[C@H]1O[C@@H]1C(=O)N[C@@H](CC(C)C)C(=O)NCCC(C)C
 : 0	nt	8	-34	1
- COc1ccccc1NC(=O)CN1CCN(c2ccccn2)CC1
 : -4	nt	3	6	-20
- C[C@]12CCC(=O)C[C@@H]1CC[C@@H]1[C@@H]2CC[C@]2(C)C=CC[C@@H]12
 : -1	nt	7	9	-178
- CC(C)c1ccc2oc3nc(N)c(C(=O)O)cc3c(=O)c2c1
 : 0	nt	8	7	18
- CCN(CC)CCCNC(=O)CSc1nc2c(c(C(F)(F)F)n1)CCc1ccccc1-2
 : -3	nt	64*	13	-25
- Cc1ccc(S(=O)(=O)N2CCOCC2)cc1NC(=O)c1cccc(S(=O)(=O)N2CCCC2)c1
 : -1	nt	11	-12	-31
- COc1cc(/C=C/c2ccc(O)cc2)cc(OC)c1
 : 0	nt	6	26	4
- O=c1c(-c2ccccc2)c1-c1ccccc1
 : -2	nt	7	9	12
- CCCCC(=O)N(Cc1ccc(-c2ccccc2-c2nn[nH]n2)cc1)[C@H](C(=O)O)C(C)C
 : -4	nt	7	15	6
- O=C(O[C@@H]1Cc2c(O)cc(O)cc2O[C@@H]1c1cc(O)c(O)c(O)c1)c1cc(O)c(O)c(O)c1
 : 0	nt	2	95*	1
- C[C@@H]1CN(CCCn2c3ccccc3c3ccccc32)C[C@H](C)N1
 : -2	nt	6	29	39
- COc1cc(C)c(Cc2cnc(N)nc2N)cc1OC
 : -2	nt	5	-14	1
- CCN1CCC[C@H]1CNC(=O)c1c(O)c(Cl)cc(Cl)c1OC
 : 0	nt	7	-5	-17
- CC(C)OC(=O)CCC/C=C\C[C@@H]1[C@@H](CC[C@@H](O)CCc2ccccc2)[C@H](O)C[C@@H]1O
 : 0	nt	7	-7	23
- CCc1cccc(NC(=O)CSc2nc3c(c(=O)[nH]2)CCCC3)c1
 : 0	nt	12	9	-2
- CO[C@H]1C=CO[C@@]2(C)Oc3c(C)c(O)c4c(O)c(c5c(c4c3C2=O)NC2(CCN(CC(C)C)CC2)N=5)=NC(=O)C(C)=CC=C[C@H](C)[C@H](O)[C@@H](C)[C@@H](O)[C@@H](C)[C@H](OC(C)=O)[C@@H]1C
 : -2	nt	6	16	-6
- C[C@@H]1CN(c2c(F)c(N)c3c(=O)c(C(=O)O)cn(C4CC4)c3c2F)C[C@H](C)N1
 : 0	nt	5	-109	-17
- NC[C@@H]1O[C@H](O[C@H]2[C@@H](O)[C@H](O[C@@H]3[C@@H](O)[C@H](N)C[C@H](N)[C@H]3O[C@H]3O[C@H](CO)[C@@H](O)[C@H](O)[C@H]3N)O[C@@H]2CO)[C@H](N)[C@@H](O)[C@@H]1O
 : -1	nt	7	-9	-4
- CS(=O)(=O)N(CC(=O)NCCSCc1ccccc1Cl)c1ccccc1F
 : nt	10	nt	nt	nt
- NNC(=O)c1nc(-c2ccccc2)cc(-c2ccccc2)n1
 : nt	2	nt	nt	nt
- CC12CCC(C(=O)N(CCCCN3CCN(c4ccccn4)CC3)C1=O)C2(C)C (stereo not drawn)
 : nt	-3	nt	nt	nt
- O=C(NCc1ccccc1)[C@]1(C(F)(F)F)C[C@H](CCc2ccccc2)CCCO1
 : nt	18	nt	nt	nt
- Nc1ccccc1C(=O)Nc1cccc2ccccc12
 : nt	-8	nt	nt	nt
- COc1nnc(-c2ccc(N3CCCCC3)c(NC(=O)COc3ccccc3)c2)c2ccccc12
 : nt	8	nt	nt	nt

Later entries.
Every second line gives: Mcl-1 Bim block	Pf gametocyte	Avidin fluor	Mcl1 Noxa PPI	Mcl1 Bid PPI
- O=C(O)c1ccc2c(c1)C(=O)N(CCc1ccccc1)C2=O
 : nt	9	nt	nt	nt
- O=C(COc1ccccc1Cl)NCc1ccccc1
 : nt	5	nt	nt	nt
- COc1ccc(OCCn2ccnc2C)cc1
 : nt	-11	nt	nt	nt
- Cn1nc(C(=O)Nc2cccc(Cl)c2)cc1C(=O)Nc1cccc(Cl)c1
 : nt	6	nt	nt	nt
- O=Cc1ccccc1-c1cn(CN2C(=O)c3ccccc3C2=O)nn1
 : nt	14	nt	nt	nt
- O=C(/C=C/c1ccc(F)cc1)N1CCN(Cc2ccccc2)CC1
 : nt	-3	nt	nt	nt
- Cc1ccc(S(=O)(=O)NCCCCCC(=O)NCCc2ccccc2)cc1
 : nt	13	nt	nt	nt
- O=C(CCCc1ccccc1)NCCCc1ccccc1
 : nt	-32	nt	nt	nt
- O=C(CN1CCN(Cc2ccc(F)cc2)CC1)NCCc1ccccc1
 : nt	-7	nt	nt	nt
- COc1ccc(C(=O)NCC(C)NC(=O)c2ccc(OC)c(OC)c2)cc1OC (stereo not drawn)
 : nt	10	nt	nt	nt
- CCCOc1ccc(-c2csc3nc[nH]c(=O)c23)cc1
 : nt	-19	nt	nt	nt
- Cc1ccc(C(=O)N2CCCc3ccccc32)c(F)c1F
 : nt	-21	nt	nt	nt
- COc1ccc(/C=N/NC(=O)c2ccc3c(c2)OCO3)c(C(=O)O)c1OC
 : nt	15	nt	nt	nt
- O=C(C1CCCCC1)N1CCC(c2nc3c(nnn3Cc3ccccc3Cl)c(=O)[nH]2)CC1
 : nt	-26	nt	nt	nt
- COC(=O)C1CCN(C(=O)/C=C/c2ccc3c(c2)OCO3)CC1
 : nt	-27	nt	nt	nt
- CCOc1ccc(Nc2cc(C)nc3c(C)cccc23)cc1
 : nt	-4	nt	nt	nt
- CCOc1ccc(NC(=O)N(c2ccccc2)c2ccccc2)cc1
 : nt	-1	nt	nt	nt
- COc1ccc(NC(=O)C2CCOC2=O)cc1 (stereo not drawn)
 : nt	2	nt	nt	nt
- Cc1ccccc1CN1[C@@H](C(C)C)COCCS1(=O)=O
 : nt	-1	nt	nt	nt
- CC(=O)n1c(-c2ccccc2)c(-c2ccccc2)n(C)c1=O
 : nt	-14	nt	nt	nt
- O=C(NC1CC2CCCC(C1)N2Cc1ccccc1)c1ccc([N+](=O)[O-])cc1 (stereo not drawn)
 : nt	13	nt	nt	nt
- COc1ccccc1C(=O)Nc1sc2c(c1C(N)=O)CCCC2
 : nt	3	nt	nt	nt
- CCC/C(O)=C1\C(=O)CC(C)(C)CC1=Nc1ccc(OC)cc1
 : nt	-4	nt	nt	nt
- COc1ccc(CNCc2ccncc2)c(OC)c1
 : nt	-13	nt	nt	nt
- COC(=O)C1=C(C)N(Cc2ccccc2)C(=NCc2cc(OC)c(OC)c(OC)c2)N[C@H]1CCc1ccccc1
 : nt	-19	nt	nt	nt

Shown in markdown: entries from further up.
| mol | Mcl-1 Bim block | Pf gametocyte | Avidin fluor | Mcl1 Noxa PPI | Mcl1 Bid PPI |
| --- | --- | --- | --- | --- | --- |
| CC(=O)n1c(-c2ccccc2)c(-c2ccccc2)n(C)c1=O | nt | -14 | nt | nt | nt |
| COC(=O)C1=C(C)N(Cc2ccccc2)C(=NCc2cc(OC)c(OC)c(OC)c2)N[C@H]1CCc1ccccc1 | nt | -19 | nt | nt | nt |
| O=Cc1ccccc1-c1cn(CN2C(=O)c3ccccc3C2=O)nn1 | nt | 14 | nt | nt | nt |
| COc1ccc(C(=O)NCC(C)NC(=O)c2ccc(OC)c(OC)c2)cc1OC (stereo not drawn) | nt | 10 | nt | nt | nt |
| Cn1nc(C(=O)Nc2cccc(Cl)c2)cc1C(=O)Nc1cccc(Cl)c1 | nt | 6 | nt | nt | nt |

Random excerpt: 2 records from the list.
Every second line gives: Mcl-1 Bim block	Pf gametocyte	Avidin fluor	Mcl1 Noxa PPI	Mcl1 Bid PPI
- CCCOc1ccc(-c2csc3nc[nH]c(=O)c23)cc1
 : nt	-19	nt	nt	nt
- CCC(C)Oc1cc(-c2ccnc(Nc3cccc(Cl)c3)n2)ccn1 (stereo not drawn)
 : nt	nt	10	5	-22
